Screens: PubChem, Broad Institute
esBAF inh: Bmi1 luciferase reporter increase in mESCs, primary screen, esBAF inhibitor project, mouse ES cells, Bmi1 luciferase knock-in, single point; 2% of 350,000 active; reporter increase, % at 12.5 µM; 24 h; 100% = twice the neutral-well signal; AID 602393, 2012; in the data active means activation above about 40%;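 further: 0% = median of the plate's neutral control wells and 100% = double that signal; a rise in the Bmi1 reporter signal indicates esBAF inhibition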
LGR2 antag: inhibitors of bursicon-induced LGR2 CRE-luciferase signal, primary screen, cell-based, HEK293, CRE-luciferase reporter, bursicon stimulation | Drosophila bursicon receptor LGR2 (rickets) | bursicon-stimulated, 4 h | inhibition, % at 9.99 µM | 0.35% of 380,000 active | AID 720647, 2013;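 active means drop in luminescence signal, shown as inhibition above about 50% in the replicate tests, limit read from the data, passing the limit was not always enough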;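 further: agonist challenge used bursicon conditioned medium at about half maximal strength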
Casp6 inh: human caspase-6 inhibitors, primary screen, biochemical, VEID-R110 fluorescence, single point, set 2. AID 686996, 2013. 0.53% of 350,000 active. inhibition, % at 12.5 µM. P55212. purified caspase-6, Z-VEID-R110 cleavage fluorescence;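 active means mean inhibition across replicates at least about 35%, with every replicate also reaching that limit, limit read from the data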;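 further: 0% = median of neutral control wells and 100% = no fluorescence left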
Target sequence (P55212 24-179 limits assumed): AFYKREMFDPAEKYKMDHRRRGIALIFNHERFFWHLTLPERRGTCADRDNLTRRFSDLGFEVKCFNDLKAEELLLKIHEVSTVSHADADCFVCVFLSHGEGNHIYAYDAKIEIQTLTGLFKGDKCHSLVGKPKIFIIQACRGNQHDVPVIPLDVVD
Target sequence (P55212 194-293 limits assumed): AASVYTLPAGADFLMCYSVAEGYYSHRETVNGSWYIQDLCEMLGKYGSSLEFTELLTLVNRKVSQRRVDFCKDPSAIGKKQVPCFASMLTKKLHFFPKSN
FN deposit inh: inhibitors of fibronectin matrix deposition, primary screen, AH1F cells, Alexa488-fibronectin fluorescence, plate reader. AH1F fibroblasts, overnight. inhibition, % at 12.6 µM. 0.086% of 350,000 active;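 active means mean inhibition across replicates of 30% or more, regardless of how many single replicates reach that level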;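 further: positive control wells lacked labelled fibronectin entirely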
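Measured by – fluorescence 485/525 nm · System – AH1F fibroblast monolayer, labelled fibronectin deposition · Amount – 10000 cells per well · Buffer or medium – serum-reduced DMEM (2% serum) · Doses – single dose, pinned · Also added – fluorescent fibronectin at 24 nM final · Schedule – 1 h cell attachment, overnight exposure to compound and label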
S100A4 MyoIIA: inhibitors of S100A4-myosin IIA peptide binding, primary screen, biochemical, fluorescence polarization, TAMRA-MyoIIA peptide | inhibition, % at 10.7 µM | AID 652163, 2013 | 0.14% of 360,000 active;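 active means mean inhibition of at least 70% across replicates, with every replicate also reaching that level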
Target sequence (P26447 whole entry, looked up): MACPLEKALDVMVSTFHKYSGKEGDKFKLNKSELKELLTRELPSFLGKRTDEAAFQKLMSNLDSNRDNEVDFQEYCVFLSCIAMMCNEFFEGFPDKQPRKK
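Material: human S100A4 monomer with TAMRA-labelled myosin IIA peptide; buffer or medium: HEPES pH 7.2 with CaCl2, KCl, NaCl, DTT, Triton; compound dosing: one concentration per compound; schedule: 5 min incubation before reading; benchmarks: neutral control DMSO, positive control TFP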
SIRT5 block: SIRT5 desuccinylase inhibitors, primary screen, biochemical, fluorescence imaging, single point, set 5 | Purified SirT5, succinyl-peptide AMC, trypsin-coupled fluorescence | AID 652115, 2013 | NAD-dependent protein deacylase sirtuin-5, mitochondrial (Homo sapiens), Q9NXA8 | inhibition, % at 15 µM | 1.1% of 330,000 active; in the data active means inhibition above about 15%
Target sequence (Q9NXA8 whole entry, looked up): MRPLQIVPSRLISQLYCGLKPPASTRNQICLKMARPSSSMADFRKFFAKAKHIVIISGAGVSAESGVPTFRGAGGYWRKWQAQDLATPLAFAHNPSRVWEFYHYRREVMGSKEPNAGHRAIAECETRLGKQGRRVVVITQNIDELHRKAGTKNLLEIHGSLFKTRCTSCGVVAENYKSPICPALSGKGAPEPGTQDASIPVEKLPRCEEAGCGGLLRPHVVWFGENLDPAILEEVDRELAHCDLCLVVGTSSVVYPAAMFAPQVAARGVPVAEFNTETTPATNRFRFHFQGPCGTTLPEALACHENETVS
Statin myotox sup: suppressors of statin myotoxicity in C2C12 myotubes, primary screen, cell-based, single point, plate reader; C2C12 myotubes + simvastatin, ATP luminescence, 48 h; scaled: DMSO 0, geranylgeraniol control 100; rescue of ATP level, % at 7.49 µM; 0.78% of 330,000 active; AID 602340, 2012;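 active means mean ATP rescue above about 67%, or every replicate alone reaching that limit, limit read from the data, passing the limit was not always enough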;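 further: myotubes were challenged with 10 µM simvastatin during compound exposure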
* = called active by the depositor; . = no result given; & = joins results of further samples.

SMILES	esBAF inh	LGR2 antag	Casp6 inh	FN deposit inh	S100A4 MyoIIA	SIRT5 block	Statin myotox sup
COc1ccc(NC(C)=O)cc1S(=O)(=O)N1CCN(Cc2cccs2)CC1	-5	2	5	7	-4	0	-5
CCOC(=O)C1CC=C(Cl)CC1C(=O)Nc1nccs1 (stereo not given)	0	-7	.	-10	.	.	0
Cc1ccc(S(=O)(=O)CC(=O)Nc2ccc(S(=O)(=O)Nc3ccccn3)cc2)cc1	.	23	0	0	1	-4	.
O=C(CCN1CCOCC1)Nc1cc(C(=O)Nc2ccccc2F)ccc1N1CC2CC(C1)c1cccc(=O)n1C2 (stereo not given)	-3	4	5	15	-1	3	-2
CCOC(=O)C1(Cc2ccccc2)CCCN(C(=O)COc2ccccc2OC)C1 (stereo not given)	.	-36	4	.	-5	-2	.
Cc1cc2cc(CNC(=O)c3cccc([N+](=O)[O-])c3)ccc2[nH]1	3	3	-3	3	16	2	5
O=C(O)/C(=C\c1cccc(F)c1)c1ccc(S(=O)(=O)N2CCCC2)s1	-4	1	57*	2	-4	3	-15
CCCCCCc1c(O)nc(SCCN(C)C)[nH]c1=O	.	-3	-6	0	-1	-4	.
O=C(/C=C/c1ccccc1)N1CCN(c2ccccn2)CC1	10	.	.	1	.	.	2
CC(C)NC(=O)CCCc1c[nH]c2ccccc12	.	-1	-1	1	1	-4	.
Cc1cc(Br)ccc1NC(=O)CNC(=O)CSc1nccn1C	6	9	-3	6	0	-2	12
Cc1cccc(NS(=O)(=O)c2ccc(C(=O)N3CCCCCC3)cc2)c1C	-5	5	5	-7	-6	-4	-14
CCOc1ccc(-c2[nH]ncc2-c2ccccc2)c(O)c1	-9	17	7	1	-1	-3	-4
COC(=O)c1cccc(NC(=O)C2COc3ccccc3O2)c1C (stereo not given)	5	.	.	-15	.	.	0
COc1cccc(/C=C2\SC(=O)N(CCC(=O)NNC(=O)c3cccc(Cl)c3)C2=O)c1	.	-16	-3	-2	-3	-1	.
COc1ccc(C(=O)NCC(=O)N/N=C/c2cn(C)c3ccccc23)cc1OC	1	-11	1	.	-3	0	11
COc1ccc(N(C(=O)c2cccnc2)S(=O)(=O)c2cccc([N+](=O)[O-])c2)cc1	6	18	0	.	1	-3	-9
O=c1oc2cc([N+](=O)[O-])ccc2nc1/C=C(\O)c1cccc(Br)c1	.	.	0	3	10	-2	.
O=S(=O)(c1ccccc1)N1CCCCN2[C@H](CO)[C@@H](c3ccc(C#Cc4cccnc4)cc3)[C@H]2C1	6	.	1	.	1	3	11
Cc1[nH]c2ccccc2c1C(=O)CSC(=S)N1CCOCC1	.	-24	1	-17	3	7	.
COc1ccc(C(=O)OCC(=O)c2cc(C)n(CC3CCCO3)c2C)cc1[N+](=O)[O-] (stereo not given)	-3	.	4	-7	-2	0	0
C[C@@H]1CN([C@H](C)CO)C(=O)Cc2cc(NS(=O)(=O)c3cccs3)ccc2O[C@@H]1CN(C)S(C)(=O)=O	-5	5	2	.	-35	12	-12
O=C(NCc1cccc(C(F)(F)F)c1)C1CC(c2ccc(C(F)(F)F)cc2)=NO1 (stereo not given)	6	13	1	-7	18	.	5
C[C@H](CO)N1C[C@H](C)[C@H](CN(C)C(=O)Nc2ccc(C(F)(F)F)cc2)Oc2ncc(Br)cc2C1=O	3&0	24&-9	6&0	-19&1	-5&0	0&0	8
O=C(Cn1c(=O)oc2ccccc21)c1ccccc1	-5	13	.	.	.	.	-4

Retrieved by structure from the list above:
SMILES	esBAF inh	LGR2 antag	Casp6 inh	FN deposit inh	S100A4 MyoIIA	SIRT5 block	Statin myotox sup
O=S(=O)(c1ccccc1)N1CCCCN2[C@H](CO)[C@@H](c3ccc(C#Cc4cccnc4)cc3)[C@H]2C1	6	.	1	.	1	3	11
C[C@H](CO)N1C[C@H](C)[C@H](CN(C)C(=O)Nc2ccc(C(F)(F)F)cc2)Oc2ncc(Br)cc2C1=O	3&0	24&-9	6&0	-19&1	-5&0	0&0	8

Later entries:
SMILES	esBAF inh	LGR2 antag	Casp6 inh	FN deposit inh	S100A4 MyoIIA	SIRT5 block	Statin myotox sup
O=C(C(=O)N1CCCC1CO)N1CCCC1CO (stereo not given)	1	7	0	-19	-6	-3	4
Clc1ccc(/C=N/N2CCCCC2)cc1	.	-20	-7	-9	-6	0	.
CCN(CC)CCNS(=O)(=O)c1ccc(Cl)cc1	-2	.	.	-7	.	.	4
CSc1ccc(Cl)c(C(=O)OCC(=O)N2CC(C)OC(C)C2)c1 (stereo not given)	27	-2	0	.	11	-5	-3
CN(C)c1ccc(C(CC(=O)O)NC(=O)c2ccc(Cl)cc2)cc1 (stereo not given)	3	15	.	.	.	.	2
Cc1csc(NS(=O)(=O)c2ccc(Cl)cc2)n1	1	4	-1	-10	-6	3	34
O=C(Nc1ccc2c(c1)OCO2)c1cccc(S(=O)(=O)N2CCCC2)c1	37	-33	3	.	-4	-1	-11
Cc1ccc(N(C)C(=O)CN(C)S(=O)(=O)c2ccc3c(c2)n(C)c(=O)c(=O)n3C)cc1	-8	-1	0	3	-2	-1	1
Cc1cc(OC(=O)c2cc(Cl)ccc2Cl)c([N+](=O)[O-])c(=O)[nH]1	8	4	3	-5	-5	0	-1
C/C=C/c1ccc2c(c1)O[C@H](CN(C)CC1CCOCC1)[C@H](C)CN([C@H](C)CO)S2(=O)=O	-1	18	1	.	8	0	11
O=C(O)C1CCCN1S(=O)(=O)c1ccc2ccccc2c1 (stereo not given)	2	.	.	-9	.	.	1
Cc1cc(NC(=O)CSCC(=O)OCC(=O)Nc2ccc(OC(F)F)cc2)no1	-1	20	1	4	-1	0	-3
Nc1c([N+](=O)[O-])cc(-c2cnc[nH]2)cc1[N+](=O)[O-]	.	4	-4	-9	-1	2	.
CCn1c(=O)cc(SCC(=O)N2CCN(c3ccccc3F)CC2)c2ccccc21	-6	.	.	-2	.	.	0
CNC[C@H]1Oc2cc(C#Cc3ccccc3F)ccc2S(=O)(=O)N([C@H](C)CO)C[C@@H]1C	-3	3	16	1	0	-1	2
Cc1noc(C)c1NC(=O)N(C)C[C@H]1Oc2ccc(NC(=O)Cn3cnnn3)cc2C(=O)N([C@@H](C)CO)C[C@H]1C	2	-2	2	.	-24	-4	-14
CO[C@@H]1CC[C@@H]2CCOc3ccc(C#N)cc3C(=O)N(C)C[C@@H](C)C(=O)N(C)C[C@H]1O2	4	7	-3	4	-9	-2	11
C[C@@H]1CN([C@H](C)CO)C(=O)c2cc(C#CCN(C)C)cnc2O[C@H]1CN(C)C(=O)c1ccc(F)cc1	-1	2	-15	.	0	3	6
CC1CCN(c2ccc(-c3ccc(NC(=O)c4ccco4)cc3)nn2)CC1	56*	-81	31	-4	-22	-5	-21
CC(OC(=O)c1cc(=O)[nH]c2ccccc12)C(=O)Nc1ccccc1F (stereo not given)	-5	4	-2	0	-4	-4	2
CO[C@H]1CN(C)C(=O)c2cc(NS(=O)(=O)c3ccc(-c4ccccc4)cc3)ccc2OC[C@H](C)NC[C@@H]1C	-1	-3	-4	1	-2	2	0
COc1cccc(-c2cc3nc(NCc4ccc(C)cc4C)n(C)c(=O)c3s2)c1	8	-46	-2	-4	-2	-1	22
NNS(=O)(=O)c1ccc(Sc2ccccn2)c([N+](=O)[O-])c1	.	.	0	-1	-1	-2	.
C=CCn1c(-c2ccc(C)cc2)nc2ccccc21	23	-48	.	7	.	.	-1
CSC1=NC(C)(C)CC2(C)Nc3ccccc3N12 (stereo not given)	.	.	-2	1	24	-6	.

A draw from above in order of molecular weight, lowest first:
SMILES	esBAF inh	LGR2 antag	Casp6 inh	FN deposit inh	S100A4 MyoIIA	SIRT5 block	Statin myotox sup
Clc1ccc(/C=N/N2CCCCC2)cc1	.	-20	-7	-9	-6	0	.
Nc1c([N+](=O)[O-])cc(-c2cnc[nH]2)cc1[N+](=O)[O-]	.	4	-4	-9	-1	2	.
CSC1=NC(C)(C)CC2(C)Nc3ccccc3N12 (stereo not given)	.	.	-2	1	24	-6	.
CCN(CC)CCNS(=O)(=O)c1ccc(Cl)cc1	-2	.	.	-7	.	.	4
O=C(O)C1CCCN1S(=O)(=O)c1ccc2ccccc2c1 (stereo not given)	2	.	.	-9	.	.	1
NNS(=O)(=O)c1ccc(Sc2ccccn2)c([N+](=O)[O-])c1	.	.	0	-1	-1	-2	.
Cc1cc(OC(=O)c2cc(Cl)ccc2Cl)c([N+](=O)[O-])c(=O)[nH]1	8	4	3	-5	-5	0	-1
CN(C)c1ccc(C(CC(=O)O)NC(=O)c2ccc(Cl)cc2)cc1 (stereo not given)	3	15	.	.	.	.	2
CC(OC(=O)c1cc(=O)[nH]c2ccccc12)C(=O)Nc1ccccc1F (stereo not given)	-5	4	-2	0	-4	-4	2
CSc1ccc(Cl)c(C(=O)OCC(=O)N2CC(C)OC(C)C2)c1 (stereo not given)	27	-2	0	.	11	-5	-3
CC1CCN(c2ccc(-c3ccc(NC(=O)c4ccco4)cc3)nn2)CC1	56*	-81	31	-4	-22	-5	-21
COc1cccc(-c2cc3nc(NCc4ccc(C)cc4C)n(C)c(=O)c3s2)c1	8	-46	-2	-4	-2	-1	22
Cc1cc(NC(=O)CSCC(=O)OCC(=O)Nc2ccc(OC(F)F)cc2)no1	-1	20	1	4	-1	0	-3
C/C=C/c1ccc2c(c1)O[C@H](CN(C)CC1CCOCC1)[C@H](C)CN([C@H](C)CO)S2(=O)=O	-1	18	1	.	8	0	11
CO[C@H]1CN(C)C(=O)c2cc(NS(=O)(=O)c3ccc(-c4ccccc4)cc3)ccc2OC[C@H](C)NC[C@@H]1C	-1	-3	-4	1	-2	2	0

(cont.)
SMILES	esBAF inh	LGR2 antag	Casp6 inh	FN deposit inh	S100A4 MyoIIA	SIRT5 block	Statin myotox sup
COc1ccc(CC(=O)OCC(=O)N(CC(C)C)c2c(N)n(Cc3ccccc3)c(=O)[nH]c2=O)cc1	.	-5	4	-1	-1	4	.
O=C(O)CCCCCNC(=O)CSc1nnc(-c2ccco2)n1-c1ccccc1	-1	-22	2	-1	-2	0	-5
O=C(NCc1ccco1)c1cc2n(n1)C(C(F)(F)F)CC(c1ccc(Br)cc1)N2 (stereo not given)	1	.	.	11	.	.	14
CC(C)C#Cc1cnc2c(c1)C(=O)N([C@@H](C)CO)C[C@@H](C)[C@H](CN(C)Cc1cccc(F)c1)O2	3&2&0	-10&14	3&2&1	-7&-10	-1&14&0	1&1&4	6&19&-11
CC(=O)OCC1=C(C(=O)O)N2C(=O)[C@@H](NC(=O)Cc3ccccc3)[C@H]2SC1	-15	-2	4	.	9	1	17
O=c1ccc(S(=O)(=O)N2CCC(Cc3ccccc3)CC2)c[nH]1	-3	.	.	-16	.	.	17

This is a subset. The share of hits here may be higher or lower than overall.
